Assay outcomes (PubChem BioAssay)
iPSC survival up – hiPSC single-cell survival enhancement | ATPlite luminescence; 100% = ROCK inhibitor wells, 0% = DMSO | survival enhancement, % at 20 µM | 360,000 tested, 0.044% active | AID 602274; in the data active = survival enhancement above about 18%;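 also: cells exposed to compounds for 16 hours before the ATP read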
PDI inh – PDI (human) enzyme inhibition; PDI insulin aggregation turbidity, A650, 90 min; 350,000 tested, 0.052% active; inhibition, % at 10 µM; P07237;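 active = mean inhibition across replicates of 30% or more, whatever share of single replicates reach that level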;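 also: absorbance from insulin aggregation driven by PDI reduction with DTT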
Target sequence (P07237 whole entry, looked up): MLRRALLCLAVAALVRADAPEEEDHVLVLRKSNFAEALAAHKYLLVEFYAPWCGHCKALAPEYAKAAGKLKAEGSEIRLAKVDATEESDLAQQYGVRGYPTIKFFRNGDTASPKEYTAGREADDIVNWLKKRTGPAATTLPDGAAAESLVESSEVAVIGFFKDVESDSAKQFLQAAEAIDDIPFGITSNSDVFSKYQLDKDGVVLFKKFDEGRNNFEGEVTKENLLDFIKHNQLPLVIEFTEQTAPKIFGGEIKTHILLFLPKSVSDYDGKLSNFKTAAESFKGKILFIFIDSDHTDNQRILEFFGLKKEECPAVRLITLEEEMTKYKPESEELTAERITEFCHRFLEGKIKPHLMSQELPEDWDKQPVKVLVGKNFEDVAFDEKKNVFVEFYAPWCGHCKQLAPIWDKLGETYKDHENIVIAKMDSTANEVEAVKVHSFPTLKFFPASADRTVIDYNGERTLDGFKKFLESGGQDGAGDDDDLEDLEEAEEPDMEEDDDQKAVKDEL
NR2E3 ag-1 – activates human photoreceptor nuclear receptor NR2E3; AID 2300; GST-NR2E3/biotin-RetCOR TR-FRET, 1536-well; 320,000 tested, 0.12% active; inhibition of corepressor binding, % at 4.78 µM; Q9Y5X4;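 active = percent inhibition above the cutoff of mean plus 3 SD of all tested compounds, set per screening campaign, cut at about 20% in these data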;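 also: 0% = DMSO wells and 100% = biotin wells as full block of FRET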
Target sequence (Q9Y5X4 whole entry, looked up): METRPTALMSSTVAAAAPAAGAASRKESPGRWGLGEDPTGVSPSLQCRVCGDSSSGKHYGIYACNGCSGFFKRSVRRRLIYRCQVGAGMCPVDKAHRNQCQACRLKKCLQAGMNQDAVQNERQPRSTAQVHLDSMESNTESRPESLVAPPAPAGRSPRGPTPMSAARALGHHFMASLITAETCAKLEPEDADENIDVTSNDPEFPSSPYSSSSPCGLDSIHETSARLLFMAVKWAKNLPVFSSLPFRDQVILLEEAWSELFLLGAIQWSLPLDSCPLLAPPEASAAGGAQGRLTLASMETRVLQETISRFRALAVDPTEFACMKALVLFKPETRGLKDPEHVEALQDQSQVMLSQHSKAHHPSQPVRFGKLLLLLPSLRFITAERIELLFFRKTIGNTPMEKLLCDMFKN
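Material – GST-tagged NR2E3 plus biotinylated RetCOR corepressor · Quantity – NR2E3 fusion 1.35 nM · Times – 5 h incubation at 4 °C · Medium – pH 7.5 Tris-based buffer · Technique – TR-FRET, Eu(K)-anti-GST donor, streptavidin-D2 acceptor, ex 340, em 617/671 nm · Benchmarks – high control biotin, low control 0.6% DMSO · Format – 1536-well plates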
Vif imaging – inhibitors of HIV Vif; HEK293T cells, Vif self-association by quenched fluorescence, imaging, 24 h; inhibition, % at 7.49 µM; 340,000 tested, 0.35% active; AID 602346; in the data active = inhibition above about 50%, passing the limit was not always enough; also: some results filed as inactive read as strong as hits
Granule exo inh – blocks lytic granule exocytosis; inhibition, % at 10 µM; 360,000 tested, 0.66% active; TALL-104 LAMP-1 surface exposure, flow cytometry; cells stimulated with thapsigargin and PMA;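 active = inhibition above about 55%, limit read from the data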
HIF-2a block – blocks HIF-2a reporter activity | 786-0 RCC cells HIF-2a reporter, luciferase luminescence, overnight | inhibition, % at 18.8 µM | 360,000 tested, 0.72% active | AID 624352;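 active = inhibition of the luminescence signal of 40% or more relative to plate controls, in a single-dose primary screen at 18.75 µM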
aDG glyco act – increases alpha dystroglycan glycosylation. 360,000 tested, 0.22% active. Pro5-aDG cells, alpha-DG glycosylation AlphaScreen (IIH6); 0% Pro5, 100% B10-LARGE cell signal. activation, % at 10 µM. AID 624168;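 active = activation of at least 8% versus controls, or a plate z-score of at least 8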;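 also: Pro5 are CHO cells carrying HIG-tagged alpha-DG that lacks glycosylation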
NR2E3 ag-2 – human photoreceptor-specific nuclear receptor agonism; Q9Y5X4; CHO-S Gal4-NCOR/VP16-NR2E3 two-hybrid, luciferase; inhibition of corepressor binding, % at 3.98 µM; 360,000 tested, 0.35% active; AID 602229;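 active = inhibition above the mean of all tested compounds plus 3 SD, cut at about 70% in these data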;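 also: 0% = DMSO with NR2E3 transfected cells and 100% = cells lacking NR2E3 construct; higher means lower luciferase signal from less NR2E3 corepressor binding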
CaV13 FRET inh – Disruptors of the CACNA1D IQ motif to Ca2+-dependent inactivation inhibitor domain association, primary screening, Förster resonance energy transfer in intact living … | HEK cells, CFP/YFP FRET ICDI-IQ, plate reader, 10 min; percent FRET-ratio fall versus neutral wells | inhibition, % at 12.3 µM | 340,000 tested, 0.098% active | AID 743397;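 active = mean replicate inhibition of at least 30% and at least 1% of replicates passing that level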;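 also: 0% = median of the neutral control wells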
MITF TRPM1 inh – reduces MITF-dependent TRPM1 promoter luciferase signal. 330,000 tested, 0.83% active. SK-MEL-5 TRPM1 promoter luciferase, 24 h. AID 488899. inhibition, % at 12.5 µM;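 active = mean inhibition across replicates of 60% or more, whatever share of single replicates reaches that level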; also: values of inactives mirror those of a sister screen read the other way
Peg3 prom inh – reduces Peg3 promoter-driven luciferase expression in HeLa; HeLa PEG-Prom luciferase reporter, luminescence, overnight; inhibition, % at 20 µM; 360,000 tested, 1.7% active; AID 588405;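 active = inhibition of at least 50% at 20 µM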
An asterisk follows results filed as active; x = not tested or not shown.

Letters: A = iPSC survival up; B = PDI inh; C = NR2E3 ag-1; D = Vif imaging; E = Granule exo inh; F = HIF-2a block; G = aDG glyco act; H = NR2E3 ag-2; I = CaV13 FRET inh; J = MITF TRPM1 inh; K = Peg3 prom inh
SMILES: O=C(Oc1ccccc1-c1nnco1)c1ccc(Cl)cc1
  A = 1.1	B = 1	C = -3	D = -1	E = -4	F = -23	G = 0.3	H = 0	I = x	J = 9	K = -25
SMILES: CCc1ccc(C(=O)CSc2n[nH]c(-c3ccncc3)n2)cc1
  A = -4.0	B = 3	C = -2	D = -5	E = 0	F = 0	G = -0.2	H = -3	I = -10	J = -6	K = 15
SMILES: Cc1ccc(/C=N/NC(=O)c2cccc(S(=O)(=O)Nc3ccccc3Cl)c2)s1
  A = -0.4	B = -4	C = 5	D = -7	E = -2	F = -12	G = -0.2	H = 4	I = -5	J = 5	K = -7
SMILES: CCc1cc(C(=O)N2CCCC(CCC(=O)N3CCN(c4ccccn4)CC3)C2)no1 (stereo not given)
  A = 1.3	B = 0	C = 2	D = -4	E = -5	F = 9	G = 0.5	H = -14	I = -7	J = 3	K = 3
SMILES: Cc1ccc(/C=N/NC(=S)Nc2cccc(S(=O)(=O)N(C)C)c2)o1
  A = -0.4	B = 1	C = -2	D = 7	E = -3	F = -31	G = -0.3	H = -22	I = -6	J = 9	K = 8
SMILES: CC1CC(C)(C)N(C(=O)CN2CCN(C)CC2)c2ccccc21 (stereo not given)
  A = -0.5	B = -3	C = 5	D = 6	E = -2	F = 16	G = 0.2	H = 5	I = -2	J = 7	K = 13
SMILES: CCC(Oc1ccccc1)C(=O)Nc1ccccn1 (stereo not given)
  A = -1.8	B = 14	C = 7	D = -1	E = 1	F = -107	G = -0.1	H = -10	I = x	J = 1	K = -91
SMILES: Cc1ccc(C)c(NC(=O)COC(=O)c2ccc(S(=O)(=O)N3CCCC3)cc2)c1
  A = -0.6	B = -4	C = x	D = 5	E = -4	F = 7	G = 0.7	H = 29	I = -6	J = x	K = 12
SMILES: Cc1cc(C(=O)Nc2ccc(S(=O)(=O)N3CCCC3)cc2)no1
  A = -0.8	B = -4	C = 2	D = -5	E = -2	F = -1	G = -0.1	H = -3	I = x	J = 0	K = 13
SMILES: Nc1ccc(S(=O)(=O)NC2(C(F)(F)F)NC(=O)N(c3ccccc3F)C2=O)cc1 (stereo not given)
  A = -0.9	B = -4	C = 1	D = 8	E = -9	F = 4	G = -0.1	H = 19	I = -3	J = -9	K = -1
SMILES: CCOC(=O)C1CCN(C(=O)Nc2cccc(Cl)c2)CC1
  A = -0.9	B = 8	C = -1	D = 16	E = -4	F = 2	G = -0.1	H = -27	I = -5	J = -14	K = -20
SMILES: COc1ccc(NC(=O)NCCCN2CCc3ccccc3C2)cc1
  A = 0.0	B = x	C = 7	D = 8	E = -3	F = -3	G = 0.2	H = -29	I = -2	J = 6	K = 2
SMILES: COc1ccc(NC(=O)CCCc2ccccc2)c(OC)c1
  A = 0.1	B = 1	C = -2	D = 3	E = -4	F = -94	G = -0.1	H = -5	I = -22	J = -25	K = -69
SMILES: COc1ccccc1N1CCN(C(c2cccs2)C(C)NC(=O)C(=O)N2CCCCC2)CC1 (stereo not given)
  A = 0.0	B = -9	C = 6	D = -3	E = -3	F = -1	G = 0.0	H = -14	I = -6	J = -3	K = 16
SMILES: COc1ccc2cc(Br)ccc2c1CC(=O)NC1CC(C)(C)NC(C)(C)C1
  A = -3.0	B = 1	C = 9	D = 15	E = 32	F = 4	G = 0.9	H = -7	I = -4	J = 1	K = 23
SMILES: CCSCC(C)(C)n1[nH]c2ccccc2c1=O
  A = -0.8	B = -5	C = x	D = -1	E = 8	F = -14	G = 0.5	H = -39	I = -5	J = x	K = -27
SMILES: Cc1[nH]n(-c2ccccc2)c(=O)c1/C=C1\C=NN=C1c1ccccc1
  A = -0.5	B = -5	C = -1	D = -6	E = 2	F = -35	G = 0.0	H = -18	I = 3	J = -9	K = -3
SMILES: Cc1cccnc1CCNCc1c(C(=O)N2C[C@@H](C)O[C@@H](C)C2)nc2ccc(Cl)cn12
  A = -0.1	B = 4	C = -3	D = -6	E = 0	F = 8	G = -0.2	H = 22	I = -6	J = 4	K = 5
SMILES: O=C(NC1CCCN(Cc2ccc(Cl)cc2)C1)c1cccc(F)c1 (stereo not given)
  A = -0.7	B = -7	C = 2	D = -4	E = 4	F = 17	G = -0.2	H = -12	I = -20	J = -2	K = 16
SMILES: COC(=O)c1ccc(Cl)c(NC(=O)CN(c2ccc(OC)c(OC)c2)S(C)(=O)=O)c1
  A = 1.0	B = 18	C = 0	D = 6	E = 2	F = 27	G = 0.0	H = 1	I = -4	J = 0	K = 11
SMILES: CSc1ccccc1NC(=O)c1cc2ncc(Br)cn2n1
  A = -0.3	B = 0	C = 3	D = -1	E = -1	F = -211	G = 0.0	H = -54	I = -5	J = -71	K = -221
SMILES: CC(=O)Cn1c(N2CCC(Cc3ccccc3)CC2)nc2c1c(=O)[nH]c(=O)n2C
  A = 2.2	B = -10	C = 3	D = 0	E = 0	F = 24	G = 0.5	H = 9	I = -6	J = 15	K = 20
SMILES: Fc1cccc(CCN2CCNC[C@H]2Cc2cccc3ccccc23)c1
  A = -2.9	B = 6	C = 0	D = -2	E = -2	F = -14	G = 0.3	H = -25	I = -5	J = -6	K = 17
SMILES: COc1ccc(CN2CCN(CCCc3ccccc3)C(CCO)C2)c(OC)c1 (stereo not given)
  A = 0.4	B = 0	C = 0	D = 5	E = 1	F = 7	G = 0.0	H = 7	I = -5	J = -1	K = -2
SMILES: CCCNC(=O)c1cc(Cl)c(NC(=O)C2=CSCCO2)cc1OC
  A = -0.4	B = -4	C = 0	D = -6	E = 3	F = -218	G = -0.2	H = -39	I = -6	J = -78	K = -192
SMILES: CC(C)Cc1nc2oc3c(=O)[nH]cnc3c2c2c1CCCC2
  A = 1.2	B = 12	C = -1	D = 3	E = 0	F = 17	G = -0.2	H = -14	I = -5	J = 13	K = 17
SMILES: COc1cc2ccccc2cc1C(=O)Nc1nc(C)c(C(C)=O)s1
  A = 1.1	B = -7	C = 2	D = 33	E = 5	F = -179	G = 0.1	H = -51	I = x	J = -76	K = -273
SMILES: N#Cc1ccsc1NC(=O)CSc1nnc(-c2ccccc2)o1
  A = -1.0	B = -5	C = 0	D = 16	E = -1	F = -85	G = 0.0	H = -8	I = -4	J = -1	K = -21
SMILES: COc1cccc(NC(=O)Nc2cccnc2)c1
  A = -2.1	B = -3	C = 0	D = -4	E = 1	F = -44	G = 0.1	H = -7	I = -1	J = -27	K = -36
SMILES: O=C(Nc1ccc(S(=O)(=O)Nc2ncccn2)cc1)c1ccccc1NS(=O)(=O)c1ccc(F)cc1
  A = 1.7	B = -4	C = -1	D = -2	E = -2	F = 16	G = 0.2	H = -25	I = -8	J = 2	K = 12
SMILES: C[C@]12CC[C@H](O)CC1=CCC1C2CC[C@@]2(C)C1CC[C@@H]2NC(=O)[C@@H](N)CO (stereo not given in full)
  A = -0.5	B = -3	C = x	D = 0	E = 2	F = 8	G = 0.2	H = 6	I = -8	J = -14	K = -3
SMILES: COC(=O)c1cc(CSc2nc3ccc(C)cc3[nH]2)oc1C
  A = 0.6	B = 3	C = 1	D = -10	E = 1	F = -54	G = 0.3	H = 1	I = x	J = 10	K = -63
SMILES: COc1ccccc1N1CCN(C(=O)c2ccc(Cn3c(=S)[nH]c4cc5c(cc4c3=O)OCO5)cc2)CC1
  A = 1.0	B = 7	C = 3	D = -5	E = -3	F = 13	G = 0.4	H = -29	I = 3	J = 0	K = 27
SMILES: Cc1nn(Cc2c(F)c(F)c(F)c(F)c2F)c(C)c1NC(=O)c1ccc(COc2ccc(F)cc2)o1
  A = 0.7	B = 10	C = -2	D = 7	E = -5	F = -5	G = 2.0	H = 31	I = -5	J = 15	K = 5
SMILES: CCOC(=O)c1cc(NC(=O)c2ccccc2)c(=O)n2c1oc1ccccc12
  A = 0.8	B = -3	C = -1	D = -12	E = 0	F = -9	G = -0.4	H = -6	I = -10	J = 3	K = -9
SMILES: N=C1CCC(=N)c2c1c(O)c1ccccc1c2O
  A = -0.3	B = -1	C = -2	D = 2	E = 9	F = -26	G = -0.2	H = -33	I = x	J = 35	K = -23
SMILES: C=C1CCN([C@H](C(=O)NCc2ccc(Cl)c(Cl)c2)C(C)C)S(=O)(=O)c2ccccc21
  A = -3.9	B = 3	C = -2	D = -2	E = 0	F = 4	G = 0.0	H = 29	I = -5	J = -1	K = -1
SMILES: CNc1ncnc2c1ncn2[C@H]1CN(Cc2ccc(-c3ccccc3)cc2)C[C@@H](CO)O1
  A = -1.5	B = 7	C = x	D = 9	E = 2	F = -13	G = -0.1	H = 12	I = -3	J = x	K = -13
SMILES: CN(C(=O)COC(=O)c1cc(NS(=O)(=O)c2cc([N+](=O)[O-])ccc2Cl)ccc1O)C1CCCCC1
  A = 2.2	B = -8	C = 0	D = -10	E = -1	F = 10	G = -0.1	H = 10	I = -16	J = -9	K = -2
SMILES: COc1ccc(O)c(CNc2ccccc2F)c1
  A = -0.6	B = 3	C = 3	D = -1	E = -2	F = -5	G = -0.2	H = -29	I = -7	J = -27	K = -6
SMILES: Cc1cc(C(=O)COC(=O)CNC(=O)c2ccccc2)c(C)n1CC1CCCO1 (stereo not given)
  A = 0.4	B = -3	C = -2	D = 6	E = 0	F = -17	G = 0.0	H = 6	I = -20	J = 16	K = 26
SMILES: O=C(Nc1ncccc1O)c1ccc(S(=O)(=O)N2CCCC2)cc1
  A = 0.1	B = 11	C = 0	D = -5	E = -2	F = -40	G = -0.1	H = -16	I = -2	J = 21	K = -15

Part of the list above, showing only NR2E3 ag-1, MITF TRPM1 inh and Vif imaging:
Structure,NR2E3 ag-1,MITF TRPM1 inh,Vif imaging
CCCNC(=O)c1cc(Cl)c(NC(=O)C2=CSCCO2)cc1OC,0,-78,-6
Cc1cc(C(=O)COC(=O)CNC(=O)c2ccccc2)c(C)n1CC1CCCO1 (stereo not given),-2,16,6

Some of the entries above in another layout:
Each structure is followed by: iPSC survival up, PDI inh, NR2E3 ag-1, Vif imaging, Granule exo inh, HIF-2a block, aDG glyco act, NR2E3 ag-2, CaV13 FRET inh, MITF TRPM1 inh, Peg3 prom inh
- COc1ccccc1N1CCN(C(=O)c2ccc(Cn3c(=S)[nH]c4cc5c(cc4c3=O)OCO5)cc2)CC1
 : 1.0, 7, 3, -5, -3, 13, 0.4, -29, 3, 0, 27
- COc1cc2ccccc2cc1C(=O)Nc1nc(C)c(C(C)=O)s1
 : 1.1, -7, 2, 33, 5, -179, 0.1, -51, x, -76, -273
- CC1CC(C)(C)N(C(=O)CN2CCN(C)CC2)c2ccccc21 (stereo not given)
 : -0.5, -3, 5, 6, -2, 16, 0.2, 5, -2, 7, 13
- CCC(Oc1ccccc1)C(=O)Nc1ccccn1 (stereo not given)
 : -1.8, 14, 7, -1, 1, -107, -0.1, -10, x, 1, -91
- COc1ccc(NC(=O)NCCCN2CCc3ccccc3C2)cc1
 : 0.0, x, 7, 8, -3, -3, 0.2, -29, -2, 6, 2
- Cc1cccnc1CCNCc1c(C(=O)N2C[C@@H](C)O[C@@H](C)C2)nc2ccc(Cl)cn12
 : -0.1, 4, -3, -6, 0, 8, -0.2, 22, -6, 4, 5
